High-throughput results from PubChem BioAssay.
SMN2 splice enh = increases expression of the SMN2 splice variant. HEK293 SMN2-luciferase splicing reporter, luminescence, 30-36 h. Potency, µM (top dose mostly 46.1 µM), for the others: at the highest dose activity change, positive = activation, most hits filed as activators. 2.8% of 210,000 active; note: % of control where 0% means no effect; nearly all actives have a fitted effect of over 55% in size
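qHTS luciferase splicing reporter: luminescence rises when SMN2 exon 7 is included in transfected HEK293 cells. Compound exposure lasted 30-36 h at 37C, with 4.5 mM final sodium butyrate as control, followed by a ONE-Glo read.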
Tau fibril ThT = tau fibrillization inhibition (ThT binding). recombinant tau K18 P301L (four-repeat tau fragment), heparin-induced fibrillization, ThT fluorescence. P10636. 2.1% of 270,000 active. Potency, µM (series often up to 57.4 µM), without a hit: at the highest dose activity, negative = inhibition, most hits filed as inhibitors. AID 1460; note: % is set by controls: 0 for no effect and ±100 for the full control effect; nearly all actives have a fitted effect of over 55% in size
Target sequence (P10636 561-689 P618L limits assumed): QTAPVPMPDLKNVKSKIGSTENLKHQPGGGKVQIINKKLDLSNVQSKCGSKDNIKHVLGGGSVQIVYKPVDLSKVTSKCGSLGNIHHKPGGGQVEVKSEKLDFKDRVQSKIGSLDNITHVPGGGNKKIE
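Heparin-induced fibrillization of the P301L-mutant K18 repeat-domain fragment of human tau was followed by ThT binding in quantitative high-throughput format.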
KinaseGlo FLuc = blocks Kinase-Glo luciferase, a counter-screen artifact; Potency, µM (doses to about 38.3 µM), without a hit: at the highest dose activity change, negative = inhibition, most hits filed as inhibitors; Q27757; Kinase-Glo luciferase, ATP luminescence, 8 min; 0.28% of 200,000 active; AID 1379; note: % is set by controls: 0 for no effect and ±100 for the full control effect; nearly all actives have a fitted effect of over 60% in size
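Compounds were added to a substrate mix at pH 7.2 (50 mM imidazole, 10 uM ATP, within the enzyme's linear range), followed by Kinase-Glo detection reagent; luminescence was measured after 8 minutes at ambient temperature.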
L3MBTL1 block = blocks human L3MBTL1; Q9Y468; AlphaScreen L3MBTL1–H3K9me1 peptide binding; Potency, µM (series often up to 57.1 µM), without a hit: top-dose activity, negative = inhibition, actives largely listed as inhibitors; 0.66% of 230,000 active; AID 485360; note: % is set by controls: 0 for no effect and ±100 for the full control effect; nearly all actives have a fitted effect of over 60% in size
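Read-out is AlphaScreen signal from streptavidin donor and nickel chelate acceptor beads (10 ug/mL final each) bridging L3MBTL1 (50 nM) and biotinylated K9-monomethylated H3(1-15) peptide (75 nM), after 30 min compound exposure at room temperature.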
Lamin A splicing = LMNA splicing modulation; HeLa LMNA splicing GFP/RFP minigene ratio, 48 h; Potency, µM (top dose mostly 46.1 µM), for inactives: at the top dose ratio change, negative = inhibition, usual class: inhibitors; 0.01% of 200,000 active; AID 1487; active = well fitted inhibition curve with a large enough effect in the signal ratio, with a control signal flat, not every such curve was filed as active; inconclusive = small, poorly fitted or top-dose-only effect, or effect the other way, or a change in a side signal; the % refers to the signal ratio; note: % is set by controls: 0 for no effect and ±100 for the full control effect
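S3 HeLa stable clones carrying a lamin A-EGFP splicing minigene plus DsRed2 were seeded at 600 cells/well in Opti-MEM with 2% FBS, pin-dosed and incubated 48 h at 37°C. Acumen cytometry (488 nm) gave the GFP/RFP total-intensity ratio.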
KDM4E inh = JMJD2E (human) inhibition; JMJD2E catalytic domain, FDH-coupled NADH fluorescence (FDH is formaldehyde dehydrogenase); Potency, µM (titrated, usually from 57.1 µM), for the others: at the top dose activity change, negative = inhibition, hits mostly inhibitors; 1.6% of 230,000 active; active = well fitted inhibition curve with a large enough effect, not every such curve was filed as active; inconclusive = small, poorly fitted or top-dose-only effect, or another doubt; inactive = no such curve, though single readings can be large or run the other way;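 note: 0% = wells with enzyme and -100% = buffer wells without enzyme; nearly all actives have a fitted effect of over 50% in size; many of its hits are not listed in these tables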
RECQ1 helicase = inhibitors of human RECQ1 DNA helicase; P46063; RECQ1 DNA unwinding, red fluorescence kinetic read; Potency, µM (top dose mostly 57.3 µM), inactives show at the highest dose activity, negative = inhibition, hits mostly inhibitors; 0.54% of 240,000 active; AID 2549;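 note: plate controls were vehicle for no effect and no enzyme for full effect; nearly all actives have a fitted effect of over 30% in size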
Target sequence (P46063 whole entry, looked up): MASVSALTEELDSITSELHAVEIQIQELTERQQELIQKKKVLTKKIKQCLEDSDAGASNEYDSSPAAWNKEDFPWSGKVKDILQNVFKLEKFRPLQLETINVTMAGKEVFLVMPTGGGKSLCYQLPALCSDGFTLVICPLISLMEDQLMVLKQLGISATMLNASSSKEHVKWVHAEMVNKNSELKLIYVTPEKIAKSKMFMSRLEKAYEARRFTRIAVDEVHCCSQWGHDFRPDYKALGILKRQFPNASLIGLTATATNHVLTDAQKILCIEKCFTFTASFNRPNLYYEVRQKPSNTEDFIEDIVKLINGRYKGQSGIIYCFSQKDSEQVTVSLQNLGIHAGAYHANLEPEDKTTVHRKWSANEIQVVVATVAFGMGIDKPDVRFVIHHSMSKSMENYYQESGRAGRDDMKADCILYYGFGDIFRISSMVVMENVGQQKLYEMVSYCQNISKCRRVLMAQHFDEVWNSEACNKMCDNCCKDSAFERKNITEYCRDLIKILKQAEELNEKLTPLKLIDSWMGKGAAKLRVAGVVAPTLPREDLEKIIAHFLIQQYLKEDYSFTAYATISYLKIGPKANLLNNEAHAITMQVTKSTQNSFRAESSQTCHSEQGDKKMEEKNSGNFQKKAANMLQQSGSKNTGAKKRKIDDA
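RECQ1T1 50 nM; forked duplex (20 bp + 30-nt ss tails) 200 nM, ATP 2 mM final; pH 8.0, 2 mM MgCl2, 2.5 ug/ml poly(dI-dC); 15 min compound preincubation; discontinuous kinetic read over 2 h at RT.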
ALDH1A1 inh = inhibitors of human aldehyde dehydrogenase 1A1; AID 1030; P00352; Purified ALDH1A1, NADH fluorescence, propionaldehyde substrate; 7.3% of 220,000 active; Potency, µM (series often up to 75.3 µM), for inactives: at the top dose activity, negative = inhibition, usual class: inhibitors; active = well fitted inhibition curve with a large enough effect, not every such curve was filed as active; inconclusive = small, poorly fitted or top-dose-only effect, or another doubt; inactive = no such curve, though single readings can be large or run the other way;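 note: plate controls were no enzyme wells and a reference inhibitor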
Numbers without * were called inactive; i = inactive; ? = inconclusive; . = no result given; & = joins results of further samples; [ ] = another dose, or the depositor's remark. Unless noted, calls come from the whole dose curve; as a rule, active = well fitted curve in the direction sought with a large enough effect; inconclusive = small, poorly fitted or top-dose-only effect, or another doubt; inactive = no such curve, though single readings can be large; an effect the other way counts as inactive or inconclusive. Potency is the fitted concentration of half-maximal effect.

compound | SMN2 splice enh | Tau fibril ThT | KinaseGlo FLuc | L3MBTL1 block | Lamin A splicing | KDM4E inh | RECQ1 helicase | ALDH1A1 inh
C/C(=N\NC(=O)c1ccc(CSc2cccc3cccnc23)cc1)C1CCCCC1 | -2% | ? | -2% | -6% | -1% | ? | -2% | ?
O=C(C1CCCN(Cc2cccc(F)c2)C1)N1CCCCC1 (stereo not given) | 11% | -5% | 0% | . | 12% | ? | -5% | ?
Cc1cccc(OC(=O)c2sc3ncn(C)c(=O)c3c2C)c1 | -13% | -17% | 0% | . | . | -5% | -5% | -9%
CNC(=S)NNC(=O)c1sccc1OCc1ccc(Cl)cc1Cl | -9% | -1% | -3% | 2% | 18% | -1% | 0% | 9%
Cc1ccccc1-c1nc(CS(=O)(=O)CC(=O)NCCCN2CCCC2=O)c(C)o1 | -10% | 1% | 2% | 9% | -12% | 4% | -9% | -6%
Cc1cc(C(=O)N/N=C/c2cccnc2)cs1 | ? | -14% | -5% | 6% | -3% | 1% | -6% | 3%
Cc1c(-c2ccccc2)[n+](=O)c2c(n1[O-])CCCCC2 | 0% | 4% | -1% | 9% | -3% | -6% | -3% | 3%
Cc1cccc(-n2c(=S)[nH]c3c(oc4ccccc43)c2=O)c1 | 38% | -9% | -3% | 12% | ? | -27% | -3% | ?
COc1ccc(CN(C(=O)/C=C/c2ccccc2Cl)C2CCS(=O)(=O)C2)cc1 (stereo not given) | . | -8% | . | 45%[activator] | . | -12% | -8% | .
Cc1ccc(CNC(=O)Cn2c(=O)c3sccc3n(Cc3ccc([N+](=O)[O-])cc3)c2=O)cc1 | -18% | 5% | 9% | 2% | 11% | 1% | -1% | -6%
Cc1ccc(-n2cc(CNCCCn3cccn3)c(-c3cccc(C)c3)n2)cc1 | . | -9% | . | -3% | . | -2% | -8% | .
CCCCOc1cccc(C2(C(=O)O)CCCC2)c1 | . | -3% | 0% | . | -4% | 2% | 10% | 5%
Cn1c(C(=O)NCCN2CCc3ccccc3C2)cc2c(=O)n(C)c3ccccc3c21 | ? | ? | 2% | 9% | -11% | ? | -1% | ?
O=[N+]([O-])c1cc(C(F)(F)F)ccc1Sc1ccccn1 | -13% | -8% | 4% | -14% | -8% | 0% | -4% | 0%
COC(=O)CSc1nc(N)nc(C)c1Br | -6% | -10% | 15% | 6% | -1% | -6% | i | -2%
Cc1cc2n(n1)C(c1cn(-c3ccccc3)nc1C)Nc1ccccc1-2 (stereo not given) | -4% | -7% | 3% | -9% | 5% | ? | -2% | ?
COc1ccc(N/N=C(/C(C)=O)N2CCCc3ccccc32)cc1 | . | ? | . | -18% | . | -3% | -20% | .
COc1cccc(-c2ccc(=O)n(CC(=O)Nc3ccc(S(=O)(=O)NCC(C)C)cc3)n2)c1 | . | 1% | -1% | -1% | . | 2% | 7% | 2%
NC(=O)CNC(=O)[C@@H]1CC2(CC(c3ccc(Cl)cc3)=NO2)CN1C(=O)c1ccc(Br)cc1 (stereo not given in full) | 5% | 3% | 3% | -12% | 6% | -5% | -5% | ?
O=C(Nc1ccccc1-c1nnn(CC(=O)N2CCc3ccccc3C2)n1)C1CCC1 | -5% | -8% | -4% | . | ? | 6% | -2% | 6%
O=C(Nc1ccc2c(c1)OCCO2)NC12CC3CC(CC(C3)C1)C2 | 22µM* | -1% | 3% | -9% | ? | 6% | 2% | -13%
Cc1cc(C(=O)CN2C(=O)C(=O)N(Cc3ccccc3)C2=O)c(C)n1-c1ccc2c(c1)OCCO2 | -28% | -1% | 2% | -9% | ? | -13% | i | 3%
Cc1ccccc1-c1nc(CN2CCCC2c2ccc(F)cc2)c(C)o1 (stereo not given) | . | -7% | -3% | -3% | ? | -14% | -6% | -2%
Cc1nnc(N2CCOCC2)c2nn(-c3ccccc3)c(C)c12 | -9% | 3% | 10% | 5% | 1% | ? | -7% | 0%
CN(C)CCCN(Cc1ccccc1)C(=S)Nc1ccc(F)c(Cl)c1 | . | 1% | . | . | . | 88%[activator] | i | -3%
CCOC(=O)N1CCC(c2nc(C)sc2C(=O)O)CC1 | -8% | -6% | -1% | 39%[activator] | 4% | 2% | -12% | -2%
Cc1ccc(NCc2nnc(SCC(N)=O)n2CCc2ccccc2)cc1 | -4% | -7% | -2% | -4% | 4% | -7% | -9% | ?
COc1ccc(S(=O)(=O)N2CCOCC2)cc1C(=O)Nc1ccon1 | 9% | 0% | 1% | -1% | -3% | 5% | 4% | -14%
CCN1C(=O)/C(=C/N2CC(C)CC(C)C2)SC1=S (stereo not given) | -8% | 12% | -2% | 11% | 5% | -4% | -1% | ?
COCC(=O)n1nc(-c2ccc(Cl)cc2)nc1NCc1ccc(F)cc1 | 1% | -3% | -4% | . | -6% | ? | i | 11%

The final 2 records of the part before lead into the next.
compound | SMN2 splice enh | Tau fibril ThT | KinaseGlo FLuc | L3MBTL1 block | Lamin A splicing | KDM4E inh | RECQ1 helicase | ALDH1A1 inh
CCN1C(=O)/C(=C/N2CC(C)CC(C)C2)SC1=S (stereo not given) | -8% | 12% | -2% | 11% | 5% | -4% | -1% | ?
COCC(=O)n1nc(-c2ccc(Cl)cc2)nc1NCc1ccc(F)cc1 | 1% | -3% | -4% | . | -6% | ? | i | 11%
Cc1ccc(C(C(=O)NC2CCCCC2)N(CCC(C)C)C(=O)CNC(=O)c2ccco2)o1 (stereo not given) | -17% | ? | 0% | -3% | 8% | 7% | i | -1%
Cc1cc(NC(=O)CN2CCCC(C)C2)no1 (stereo not given) | . | -6% | -3% | ? | . | -1% | i | 6%
Cc1cccc2cc(CN(Cc3cccs3)C(=S)NCC3CCCO3)c(=O)[nH]c12 (stereo not given) | -43%[inhibitor] | -1% | 6% | -10% | -14% | 3% | -2% | 4%
COC(=O)[C@H](CCSC)NC(=O)NC1CC1 | . | -1% | . | 1% | . | 0% | i | 8%
CSc1ncccc1-c1nc2ccccc2[nH]1 | -1% | -9% | -9% | . | 3% | ? | -6% | -8%
Nc1ncnc(Nc2ccccn2)c1[N+](=O)[O-] | 5% | 5% | 2% | -4%[11.4 µM] | . | -2% | -6% | -2%
O=C(Oc1cccnc1)c1cc(S(=O)(=O)N2CCCCC2)ccc1Cl | -2% | ? | 1% | . | 0% | 8% | -12% | -14%
COc1ccc(CN2CCN(C(=O)c3cccnc3)CC2)cc1Br | -4% | -18% | -1% | -3% | -4% | ? | 10% | ?
CCN(CC)S(=O)(=O)N1CCC(C(=O)NCCC2=CCCCC2)CC1 | -19% | 3% | -1% | . | . | -1% | -11% | 2.5µM*
CC(C)c1ccc2c(c1)C(c1ccc(N3CCOCC3)cc1)=NNC(c1cccs1)=N2 | 27% | ? | 0% | -27% | 8% | 0% | -16% | 14%
O=Cc1ccc(-c2nc3ccccc3s2)o1 | 11µM* | ? | ? | -2% | -6%[46 µM] | ? | 8% | ?
COc1ccccc1N1CCN(C(=O)c2cc(-c3ccco3)on2)CC1 | 12% | -11% | -1% | -4% | -5% | -8% | -5% | ?
O=C(Nc1ccc(F)c([N+](=O)[O-])c1)C1CC(=O)N(Cc2ccccc2)C1 (stereo not given) | 0% | -3% | 6% | -3% | 0%[46 µM] | 2% | -4% | 13%
Cc1ccc(-c2cc(C(=O)N/N=C/c3c(C)nn(-c4ccccc4)c3C)[nH]n2)cc1 | -29% | -1% | 1% | -1% | ? | -13% | -10% | 2%
O=[N+]([O-])c1cccc(NC(=S)N2CCc3ccccc3C2)c1 | ? | ? | -3% | 11% | . | 3% | -2% | ?
COc1cccc(CC2(CO)CCCN(C/C=C/c3ccccc3OC)C2)c1 (stereo not given) | . | -2% | . | -14% | . | -5% | i | ?
Cc1nc(/N=C\N(C)C)sc1C(=O)Nc1ccccc1 | 13% | -9% | -5% | -10% | 9% | -11% | -1% | -8%
Cc1ccc(-n2c(SCC(=O)Nc3cccc(C)c3)nc3c(oc4ccccc43)c2=O)cc1 | -2%&-10% | -2%&5% | 4% | 3% | -11% | 192%[activator] | -4% | 0%
Cc1nc(N2CCOCC2)nc(N2CCN(c3ccccc3)CC2)c1[N+](=O)[O-] | -6% | ? | -2% | 4% | -1% | -6% | i | 5%
Cc1oc(C(=O)O)cc1COc1cccc2cccnc12 | -8% | -9% | -2% | 28µM* | ? | ? | -16% | 1%
CN(C)/C=N/C(=S)Nc1ccc(Cl)c(Cl)c1 | 13% | -11% | -6% | -14% | -9%[46 µM] | -4% | i | 1%
O=S1(=O)CCC(NS(=O)(=O)/C=C/c2ccccc2)C1 (stereo not given) | 2% | -1% | 3% | -12% | -10% | 3% | -16% | 6%
Cc1ccc2oc(=O)c3cnn(CC(=O)NCCN(C)C)c3c2c1 | -9% | -5% | 1% | -14% | -7% | 3% | -6% | 9%

Entries shown so far that contain an aryl methoxy group (7):
compound | SMN2 splice enh | Tau fibril ThT | KinaseGlo FLuc | L3MBTL1 block | Lamin A splicing | KDM4E inh | RECQ1 helicase | ALDH1A1 inh
COc1ccc(CN(C(=O)/C=C/c2ccccc2Cl)C2CCS(=O)(=O)C2)cc1 (stereo not given) | . | -8% | . | 45%[activator] | . | -12% | -8% | .
COc1ccc(N/N=C(/C(C)=O)N2CCCc3ccccc32)cc1 | . | ? | . | -18% | . | -3% | -20% | .
COc1cccc(-c2ccc(=O)n(CC(=O)Nc3ccc(S(=O)(=O)NCC(C)C)cc3)n2)c1 | . | 1% | -1% | -1% | . | 2% | 7% | 2%
COc1ccc(S(=O)(=O)N2CCOCC2)cc1C(=O)Nc1ccon1 | 9% | 0% | 1% | -1% | -3% | 5% | 4% | -14%
COc1ccc(CN2CCN(C(=O)c3cccnc3)CC2)cc1Br | -4% | -18% | -1% | -3% | -4% | ? | 10% | ?
COc1ccccc1N1CCN(C(=O)c2cc(-c3ccco3)on2)CC1 | 12% | -11% | -1% | -4% | -5% | -8% | -5% | ?
COc1cccc(CC2(CO)CCCN(C/C=C/c3ccccc3OC)C2)c1 (stereo not given) | . | -2% | . | -14% | . | -5% | i | ?

A portion of the library, so the mix of outcomes need not match the whole.
